Luc counter: Counterscreen for Luciferase (Kinase-Glo TM) Inhibition; Potency, µM (highest dose often 38.3 µM), without a hit: top-dose activity change, negative = inhibition, usual class: inhibitors; Kinase-Glo luciferase, ATP luminescence, 8 min; Luciferin 4-monooxygenase (Photuris pensylvanica), Q27757; 200,000 tested, 0.28% active; also: potency is read from the fitted curve at half-maximal effect; % is scaled to controls: 0 for no effect and ±100 for the full control effect; nearly all actives have a fitted effect of over 60% in size
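Substrate mix (final 50 mM imidazole pH 7.2, 50 mM KCl, 7 mM MgCl2, 10 uM ATP, 0.01% Tween 20, 0.05% BSA) plus pin-tool compound, then Kinase-Glo detection mix; 8 min ambient, luminescence read.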
NPSR antag: qHTS Assay for Antagonists of the Neuropeptide S Receptor: cAMP Signal Transduction; AID 1461, 2008; 220,000 tested, 1% active; CHO-NPSR cells, cAMP TR-FRET, antagonist mode; Potency, µM (series often up to 38.3 µM), for inactives: top-dose activity change, negative = inhibition, usual class: inhibitors; also: potency is read from the fitted curve at half-maximal effect; % is scaled to controls: 0 for no effect and ±100 for the full control effect; nearly all actives have a fitted effect of over 50% in size; many of its hits are not listed in these tables
Target sequence (Q6W5P4 whole entry, looked up): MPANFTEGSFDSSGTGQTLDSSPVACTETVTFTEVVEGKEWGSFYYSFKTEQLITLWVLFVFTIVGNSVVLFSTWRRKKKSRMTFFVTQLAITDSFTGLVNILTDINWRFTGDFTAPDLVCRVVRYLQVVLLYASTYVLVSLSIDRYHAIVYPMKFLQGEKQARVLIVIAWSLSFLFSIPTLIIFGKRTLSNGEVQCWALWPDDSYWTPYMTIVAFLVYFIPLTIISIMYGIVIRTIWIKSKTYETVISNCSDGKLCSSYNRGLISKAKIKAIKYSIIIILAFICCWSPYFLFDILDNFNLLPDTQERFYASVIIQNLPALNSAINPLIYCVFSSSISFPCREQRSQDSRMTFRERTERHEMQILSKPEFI
CBFb-RUNX1 inh: qHTS Assay for Compounds Blocking the Interaction Between CBF-beta and RUNX1 for the Treatment of Acute Myeloid Leukemia; Runt-related transcription factor 1 (Homo sapiens) + Core-binding factor subunit beta …; AlphaScreen CBFb-His/RUNX1-biotin binding, biochemical; Potency, µM (top dose mostly 59.8 µM), without a hit: at the top dose activity, negative = inhibition, most hits filed as inhibitors; 230,000 tested, under 10 active; AID 1477, 2009; also: % of control where 0% means no effect
Target sequence (Q01196 whole entry, looked up): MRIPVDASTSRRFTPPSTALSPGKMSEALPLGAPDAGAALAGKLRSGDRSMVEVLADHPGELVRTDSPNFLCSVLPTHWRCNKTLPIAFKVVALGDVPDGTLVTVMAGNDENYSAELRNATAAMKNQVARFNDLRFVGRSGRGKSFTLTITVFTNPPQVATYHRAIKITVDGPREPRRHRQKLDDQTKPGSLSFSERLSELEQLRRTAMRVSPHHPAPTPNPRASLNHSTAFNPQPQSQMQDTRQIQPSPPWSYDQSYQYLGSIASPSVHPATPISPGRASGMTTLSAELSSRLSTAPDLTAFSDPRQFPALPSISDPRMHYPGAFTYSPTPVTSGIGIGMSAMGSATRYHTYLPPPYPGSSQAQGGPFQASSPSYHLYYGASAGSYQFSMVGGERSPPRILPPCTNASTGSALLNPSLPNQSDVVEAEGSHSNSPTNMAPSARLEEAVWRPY
Target sequence (Q13951 whole entry, looked up): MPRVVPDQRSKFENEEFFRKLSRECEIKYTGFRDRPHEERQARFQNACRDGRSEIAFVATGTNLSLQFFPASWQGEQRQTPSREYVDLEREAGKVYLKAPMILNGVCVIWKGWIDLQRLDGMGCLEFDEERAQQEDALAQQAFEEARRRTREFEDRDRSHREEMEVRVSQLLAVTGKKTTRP
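AlphaScreen binding: CBFb-His and RUNX1-biotin (30 nM each) preincubated 20 min, compound added for 15 min, then nickel and streptavidin beads for 90 min, all at room temperature. Disruption of the interaction by any mechanism counts as activity.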
Epigenetic reg: Quantitative High-Throughput Screen for Regulators of Epigenetic Control; 280,000 tested, 0.2% active; murine LDR cells, GFP reporter derepression, 30 h; Potency, µM (top dose mostly 53.9 µM), without a hit: top-dose GFP activation, most hits filed as activators; also: potency is read from the fitted curve at half-maximal effect; % of control where 0% means no effect; nearly all actives have a fitted effect of over 60% in size
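Derepression of a silenced CMV-GFP reporter in murine LDR cells is scored by enumerating GFP-positive cells with a laser-scanning microplate cytometer after 30 hours of treatment at 37 C.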
HTT aggregate: qHTS Multiplex Assay to Identify Dual Action Probes in a Cell Model of Huntington: Aggregate Formation (GFP) | PC12 HttQ103-GFP aggregates, Acumen cytometry, 40 h | 220,000 tested, 1.1% active | AID 1688, 2009 | Potency, µM (highest dose often 46.1 µM), without a hit: top-dose activity change, negative = inhibition, most hits filed as inhibitors; also: potency is read from the fitted curve at half-maximal effect; % is scaled to controls: 0 for no effect and ±100 for the full control effect; nearly all actives have a fitted effect of over 60% in size
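Compounds (qHTS titration) were added to PC12 cells expressing an ecdysone-driven HTT exon 1 Q103–GFP fusion after induction with 100 nM tebufenozide. Aggregate formation was measured as GFP objects in cell lysates.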
IMPase Li inh: qHTS Assay for Identifying the Cell-Membrane Permeable IMPase Inhibitors: Potentiation with Lithium. AID 1457, 2008. 210,000 tested, 0.35% active. CHO-M1 cells, IP1 TR-FRET (IP-One), carbachol + lithium. Potency, µM (titrated, usually from 59.4 µM), for inactives: top-dose activity, negative = IMPase inhibition, hits mostly inhibitors;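 also: IP1 builds up when IMPase is blocked and the TR-FRET signal falls; potency is read from the fitted curve at half-maximal effect; plate controls were basal vehicle for no effect and high inhibitor control for full effect; nearly all actives have a fitted effect of over 50% in size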
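Steps: plate 2000 CHO-M1 cells per well and culture 16–30 h; add compound and lithium; incubate 30 min, 37C; add d2-IP1 tracer and Eu cryptate anti-IP1 antibody in lysis buffer; read after 10 min at room temperature.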
LMNA splice mod: qHTS Assay for Modulators of Lamin A Splicing. HeLa LMNA splicing GFP/RFP minigene ratio, 48 h. AID 1487, 2009. 200,000 tested, 0.01% active. Potency, µM (titrated, usually from 46.1 µM), without a hit: at the top dose ratio change, negative = inhibition, hits mostly inhibitors; active = well fitted inhibition curve with a large enough effect in the signal ratio, with a control signal flat, not every such curve was filed as active; inconclusive = small, poorly fitted or top-dose-only effect, or effect the other way, or a change in a side signal; the % refers to the signal ratio; also: potency is read from the fitted curve at half-maximal effect; % is scaled to controls: 0 for no effect and ±100 for the full control effect
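S3 HeLa cells stably expressing lamin A-EGFP splicing minigene plus DsRed2, 600 cells/well, 48 h compound exposure at 37C. Laser-scanning cytometry; analysed as GFP (500-530 nm)/RFP (575-640 nm) total intensity ratio; 0.5% DMSO vehicle.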
An asterisk follows results filed as active; u = inconclusive; x = no result given; [ ] = remark or other dose. Unless noted, calls follow the shape of the dose curve; as a rule, active = well fitted curve in the direction sought with a large enough effect; inconclusive = small, poorly fitted or top-dose-only effect, or another doubt; inactive = no such curve, though single readings can be large; an effect the other way counts as inactive or inconclusive. An excerpt; rates above refer to the full screens.

Results follow in this order: Luc counter | NPSR antag | CBFb-RUNX1 inh | Epigenetic reg | HTT aggregate | IMPase Li inh | LMNA splice mod
- CCCCCCOc1ccc(C(CC(=O)O)C(N)=O)cc1 (configuration not stated)
→ 0.0% | -7.2%[46.1 µM] | 5.5% | 0.0% | -19.4% | -7.6%[38.3 µM] | 9.6%
- CCc1cc2cccc(C)c2nc1SCC(=O)c1ccc(NC(C)=O)cc1
→ 2.4% | -22.3%[46.1 µM] | 7.0% | 5.5% | 5.5% | 22.2%[38.3 µM] | 8.3%
- Cc1cc2ccccn2c1C(=O)c1cccc(S(=O)(=O)N2CCOCC2)c1
→ 3.3% | 7.1% | -6.1% | -0.4% | 5.8% | 29.6% | x
- O=C(CCn1nc(-c2ccccc2)ccc1=O)N1CCOCC1
→ -0.7% | 7.1%[46.1 µM] | 2.0% | 0.0% | 17.3% | 7.1%[38.3 µM] | 7.5%
- CCOC(=O)/C=C/C(=O)Nc1ccccc1C(=O)NC1CCCCC1
→ -2.1% | -4.1% | 4.5% | 14.7% | 26.2% | 2.4% | u
- COc1ccc2[nH]c(=O)c(CN(C(=O)c3cccnc3)c3ccccc3)cc2c1
→ 0.9% | -9.3%[46.1 µM] | -2.4% | 0.0% | -13.7% | 29.0%[38.3 µM] | -4.5%
- Cc1ccc(C(C#N)c2ccc(C(=O)c3ccc(F)cc3)cc2)cc1 (configuration not stated)
→ 5.5% | 9.7%[46.1 µM] | 23.2% | -1.0% | 14.4%[9.22 µM] | 31.4%[activator][38.3 µM] | u
- CCn1c(SCC(=O)Nc2ccccc2N2CCOCC2)nnc1-c1ccccc1
→ 3.6% | 1.6%[46.1 µM] | -7.4% | 0.0% | -30.1% | 24.6%[38.3 µM] | -1.2%
- CCN1CCN(Cc2nc3c(c(=O)n(C)c(=O)n3C)n2CCCc2ccccc2)CC1
→ 1.2% | -2.5%[46.1 µM] | 5.4% | -0.9% | 1.1% | 0.6%[38.3 µM] | 0.7%
- Cc1c(C(=O)C(=O)N2CCN(C)CC2)c2ccccc2n1C
→ 2.9% | 8.3% | -0.4% | -1.6% | 7.4% | -5.4% | x
- C=CCn1c(SCC(=O)NCCOC)nnc1-c1cc2c(s1)CCC(CC)C2 (configuration not stated)
→ 4.4% | -28.7% | -6.1% | 2.1% | -26.6% | 2.4% | u
- S=C(c1ccc2c(c1)OCO2)N1CCCCCC1
→ -3.7% | -6.8%[46.1 µM] | -1.6% | -1.0% | 4.7% | 10.4%[38.3 µM] | 0.4%
- Cc1c(NC(=O)c2ccccc2)cccc1[N+](=O)[O-]
→ 4.7% | 5.4% | -0.8% | -2.6% | 13.2% | -2.6% | u
- O=C(COC(=O)CCc1c[nH]c2ccccc12)NC(c1ccccc1)c1ccccc1
→ 0.2% | -13.4%[46.1 µM] | -23.6% | 0.0% | 15.1% | -0.5% | -4.8%
- Cc1cccc(CN2CCN(CC(=O)N3CCCC3)C2=O)c1
→ -4.9% | 4.3%[46.1 µM] | -2.6% | 0.0% | 26.9% | 14.9%[38.3 µM] | 2.0%
- COC(=O)[C@@]1(Cc2ccc(OC)cc2)[C@H]2c3cc(C(=O)N(C)C)n(Cc4ccc(S(C)(=O)=O)cc4)c3C[C@H]2CN1C(=O)c1ccccc1
→ -0.8% | x | -3.6% | 2.8% | x | -3.5% | x
- COc1ccc(/C=N/NC(=O)CSCC(=O)Nc2ccccc2)cc1
→ x | 4.2%[7.67 µM] | 8.4% | -1.4% | -6.6%[9.22 µM] | x | x
- Cc1ccc(NC(=O)Cc2sc(C)nc2-c2ccc(C)cc2)cc1
→ -0.4% | 9.2% | -4.5% | 0.0% | 12.4% | 7.2% | -12.6%
- O=C(O)CCS(=O)(=O)Cc1ccccc1Cl
→ -3.5% | 8.5%[46.1 µM] | 2.8% | 0.0% | 6.5% | 20.8%[38.3 µM] | 5.9%
- O=S(=O)(c1ccc(C2CCCCC2)cc1)N1CCN(c2ncccn2)CC1
→ 2.4% | u | 1.8% | 1.2% | -4.9% | 28.0%[38.3 µM] | -1.9%
- CCOC(=O)N1CCN(C(=O)COC(=O)c2ccc(O)cc2O)CC1
→ -2.7% | 2.5% | -4.6% | -0.1% | -11.9% | 0.9% | 4.3%[46 µM]
- CCCCCCc1cc2cc(C(=O)Nc3ccccc3)c(=O)oc2cc1O
→ -4.8% | -23.3% | -6.0% | 1.5% | 2.24µM* | 6.3% | -3.4%
- CC(=O)c1cccc(NC(=O)CSCc2ccc(Br)cc2)c1
→ 4.7% | 15.8% | -1.7% | 1.1% | 7.4% | -1.9% | u
- CC(C)C(=O)N1CCC2(CC1)Oc1ccc(Cl)cc1C(=O)C21CC(c2ccccc2)=NO1 (configuration not stated)
→ x | -28.4% | -10.8% | -0.7% | -44.3%[9.22 µM] | x | x
- Cc1ccc(-c2cc(-c3ccccc3)c3c(N)c(S(C)(=O)=O)sc3n2)cc1
→ 9.0% | -4.2%[46.1 µM] | 12.3% | 3.4% | 16.1%[9.22 µM] | 10µM* | -6.1%
- O=C(N(c1ccccn1)c1ccccn1)C12CC3CC(CC(Cl)(C3)C1)C2
→ -0.5% | -2.0% | 12.3% | 11.7% | 2.6% | -2.1% | x
- O=C1C(Cl)=C(NCCN2CCCCC2)C(=O)c2ccccc21
→ -4.3% | u | -1.0% | 1.1% | u | 12.3% | x
- CCCCC(=O)Nc1ccc(C)c(O)c1
→ 5.6% | -6.7%[46.1 µM] | -2.2% | -3.1% | -0.4% | 4.3%[38.3 µM] | 1.2%
- Cc1ccc(OCC(=O)NNC(=O)CSc2ncc(C#N)c(N)n2)cc1
→ -0.1% | 19.7% | -17.0% | -1.1% | 30.4% | -2.6% | -15.7%
- CCOC(=O)Cc1csc(NC(=O)COc2ccc3ccccc3c2)n1
→ -2.0% | -12.3%[46.1 µM] | 1.6% | -1.8% | -4.0% | -12.6%[38.3 µM] | -2.7%
- O=S(=O)(c1ccc(NC(=S)NC2CC2)cc1)N1CCOCC1
→ 0.0% | -11.6% | -4.5% | 5.9% | 5.2%[9.22 µM] | 14.5% | 1.6%[46 µM]
- O=C(/C=C/c1ccc(Cl)cc1Cl)n1cccn1
→ -13.8% | -1.5%[46.1 µM] | 0.5% | 14.0% | -5.9% | 21.5%[38.3 µM] | u
- CCN(CC)c1cc(Oc2ccccc2)ncn1
→ 1.3% | -7.8%[46.1 µM] | 1.6% | 0.0% | 4.6% | 19.8%[38.3 µM] | -0.4%
- O=c1oc2cc(S(=O)(=O)NCCCO)ccc2c2ccc(S(=O)(=O)NCCCO)cc12
→ x | 8.5% | -1.0% | 9.4% | -6.3%[9.22 µM] | x | x
- CC(C)CN1CCN(Cc2cccn2-c2cccnc2)CC1CCO (configuration not stated)
→ -2.9% | -5.1% | 18.7% | 0.0% | 6.0%[9.22 µM] | 7.4% | x
- CCOc1ccc(N=c2scc(-c3ccc(OC)cc3)n2CCO)cc1
→ 0.2% | u | -5.2% | -1.2% | -3.3% | u | -18.9%
- C/C(CC(C)C)=N\Nc1ccc(S(N)(=O)=O)cc1[N+](=O)[O-]
→ -0.8% | -0.3% | -8.5% | -3.1% | -29.7% | 4.9% | 12.6%[9.22 µM]
- Cc1sc2ncnc(Sc3nc4ccccc4s3)c2c1C
→ 2.0% | 4.0%[46.1 µM] | 5.0% | 6.7% | 17.6% | 14.1µM* | -18.0%
- CCCSc1nc2c(c(=O)n1CC)SC(C)C2 (configuration not stated)
→ -3.0% | -10.2%[46.1 µM] | -6.2% | -1.2% | -10.7% | 1.3%[38.3 µM] | 5.5%
- O=C(CSc1nc2ccccc2o1)NCC(=O)c1ccccc1
→ -2.3% | 3.6%[46.1 µM] | 4.6% | 1.0% | -9.8% | 1.8%[38.3 µM] | -2.1%
- O=C(/C=C/c1cccs1)NCc1cccnc1
→ 0.7% | 6.2% | 5.2% | -1.9% | 8.7% | -1.7% | 1.0%
- COCCSc1ccccc1C(=O)NCc1ccc(S(N)(=O)=O)cc1
→ 0.0% | 6.8%[46.1 µM] | 10.0% | 2.8% | -4.9%[1.84 µM] | 11.2%[38.3 µM] | -1.4%
- COc1ccc(OC)c(NC(=O)Cn2cc(C=O)c3ccccc32)c1
→ 2.9% | -14.2% | -4.7% | -1.9%[10.1 µM] | 5.7%[9.22 µM] | 0.4% | u
- FC(F)(F)c1nnc(N2CCN(c3ccc(Cl)cc3)CC2)s1
→ x | -45.4% | -1.9% | 1.0% | -7.4%[9.22 µM] | x | x
- c1ccc(CN2CCC3(CC2)Nc2ccccc2CO3)cc1
→ 4.0% | -2.4%[46.1 µM] | 5.9% | -0.9% | -2.9% | 7.9% | -8.7%
- CCCC(=O)Nc1ccc(C(=O)NNC(=O)COc2ccc(Br)c(C)c2)cc1
→ -2.8% | 4.6%[46.1 µM] | -1.4% | -0.6% | 7.6% | 14.6%[38.3 µM] | 6.0%
- COc1ccc(/C=N/N=C2/NC(=O)C(CC(=O)O)S2)cc1OS(=O)(=O)c1ccccc1 (configuration not stated)
→ 2.1% | 5.9% | -9.8% | -0.1% | -3.7% | 1.1% | u
- O=C(c1ccccc1)N1CCN(Cc2cccc(Oc3ccccc3)c2)CC1
→ 0.7% | -14.2% | 10.2% | 1.1% | -16.6% | 15.0% | u

Screening data (PubChem BioAssay)
